NSD2 inh – NSD2 (human) methyltransferase inhibition | O96028 | inhibition, % at 12.5 µM | NSD2 peptide methylation, AlphaScreen, 120 min | AID 743445 | 0.54% of 310,000 active; in the data active = inhibition above about 50%
SR-BI uptake up – activators of SR-BI mediated HDL lipid uptake. AID 504775. activation, % at 12.5 µM. CHO ldlA[mSR-BI] cells, DiI-HDL uptake fluorescence, 3 h; 100 = double the neutral-control signal. 0.096% of 320,000 active;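 active = mean replicate activation of at least 60% and every replicate at or above 60%; inconclusive = mean or all-replicate condition met, but not both; inactive = mean below 60% and not all replicates reaching 60%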;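 also: 0% = median plate neutral-control signal and 100% = twice that signal; values of inactives mirror those of a sister screen read the other way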
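material = CHO ldlA[mSR-BI] cells | medium = Ham's F12 with 0.5% BSA, HEPES 25 mM, pH 7.4 | reagent = fluorescent DiI-HDL, 10 µg/mL final | compound dosing = single-point compound dose | incubation = 3 h, 37 °C | measured by = bottom-read fluorescence, 550/595 nm | measure = HDL uptake via cellular fluorescence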
PvdQ inh – blocks Pseudomonas aeruginosa PvdQ acylase activity | 0.063% of 340,000 active | AID 488965 | inhibition, % at 10 µM | purified PvdQ acylase, fluorescence plate reader; in the data active = inhibition above about 30%, passing the limit was not always enough; inconclusive = no clear call, values can overlap the other calls;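 also: 0% = vehicle neutral wells and 100% = reference inhibitor wells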
dFosB act – mouse delta FosB homodimer activation; P13346; purified delta FosB, TAMRA-CDK5 oligo fluorescence polarization; percent of positive-control signal above neutral wells; activation, % at 25 µM; 0.99% of 340,000 active; AID 493131;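 active = mean activation above about 17%, with every replicate also reaching it, limit read from the data, passing the limit was not always enough; inconclusive = only one of the two conditions met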;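 also: fluorescence polarization rise as delta FosB binds a TAMRA Cdk5 AP-1 oligo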
Target sequence (P13346 whole entry, looked up): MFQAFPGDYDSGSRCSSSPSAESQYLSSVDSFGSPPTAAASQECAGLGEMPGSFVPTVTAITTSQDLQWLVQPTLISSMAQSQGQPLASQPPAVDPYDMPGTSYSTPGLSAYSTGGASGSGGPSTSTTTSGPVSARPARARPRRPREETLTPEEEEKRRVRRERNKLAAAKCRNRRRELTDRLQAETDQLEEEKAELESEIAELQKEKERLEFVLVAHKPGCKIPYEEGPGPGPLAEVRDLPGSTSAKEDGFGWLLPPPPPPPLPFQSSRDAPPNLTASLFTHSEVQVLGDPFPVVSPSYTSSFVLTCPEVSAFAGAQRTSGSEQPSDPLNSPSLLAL
SR-BI DiI inh – inhibitors of mouse SR-BI mediated HDL lipid uptake. ldlA[mSR-BI] CHO cells, DiI-HDL uptake fluorescence, 3 h. inhibition, % at 12.5 µM. 0.96% of 320,000 active. AID 488896;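 active = mean replicate inhibition of at least 70% and a set share of replicates each scoring 70 or more; inconclusive = meets just one of the two criteria; inactive = fails both criteria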;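 also: 0% = median of neutral control wells and 100% = median of positive control wells; values of inactives mirror those of a sister screen read the other way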
PfHsp90 set2 – growth inhibition of yeast expressing Plasmodium Hsp90; S. cerevisiae expressing PfHsp90, BacTiter-Glo ATP, 48 h; yeast lacking PDR1 and PDR3 efflux regulators; inhibition, % at 9.4 µM; 0.32% of 310,000 active; AID 504621;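 active = every replicate shows inhibition above about 80%, whatever the replicate mean, limit read from the data; inconclusive = mean inhibition reaches the set limit but some replicate falls short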;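 also: 0% = DMSO neutral controls and 100% = 20 µM radicicol positive controls; yeast relying on Plasmodium falciparum Hsp90 in place of its own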
Rtt109 HAT inh – C. albicans Rtt109 histone acetyltransferase inhibition. 0.16% of 330,000 active. inhibition, % at 34.9 µM. purified Rtt109/Vps75, ThioGlo CoA-SH fluorescence, 4 h. Q5AAJ8;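 active = inhibition of at least 50% in every replicate; inconclusive = best replicate reaches 50% inhibition but some replicates fall short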
Target sequence (Q5AAJ8 whole entry, looked up): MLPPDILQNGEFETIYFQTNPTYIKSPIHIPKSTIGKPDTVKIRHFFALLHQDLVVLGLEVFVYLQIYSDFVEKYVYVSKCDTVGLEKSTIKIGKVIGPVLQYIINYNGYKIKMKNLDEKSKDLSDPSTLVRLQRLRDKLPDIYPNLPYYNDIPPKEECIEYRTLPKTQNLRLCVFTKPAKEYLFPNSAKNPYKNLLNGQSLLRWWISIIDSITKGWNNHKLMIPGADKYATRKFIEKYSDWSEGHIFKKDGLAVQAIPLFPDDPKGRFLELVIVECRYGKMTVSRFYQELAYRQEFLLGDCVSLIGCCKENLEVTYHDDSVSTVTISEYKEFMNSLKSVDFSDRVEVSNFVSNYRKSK
MITF TRPM1 HTS – increases MITF-driven TRPM1 promoter luciferase signal; SK-MEL-5 TRPM1-promoter luciferase, 24 h; % of positive control, neutral wells = 0; activation, % at 12.5 µM; 0.75% of 300,000 active; AID 588334;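 active = mean activation of at least 80% with every replicate also reaching 80%; inconclusive = mean reaches 80% but some replicate falls short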;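 also: 0% = neutral control wells and 100% = parthenolide positive control wells; values of inactives mirror those of a sister screen read the other way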
CAL PDZ FP-1 – inhibitors of human CAL PDZ peptide binding | AID 504414 | Q9HD26 | inhibition, % at 20 µM | 0.02% of 330,000 active | purified CAL PDZ, TMR-peptide fluorescence polarization, 1 h;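 active = highest replicate inhibition of at least 40%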;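 also: plate controls were DMSO neutral control wells for no effect and unlabeled competitor peptide control wells for full effect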
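Test system: tagged CAL PDZ domain / Buffer or medium: sodium phosphate/NaCl buffer pH 7.4 with TCEP, IgG, Thesit / Reagent: TMR-labelled reporter peptide T*-PRC34 bound in PDZ groove / Compound dosing: single point, 20 µM / Schedule: 1 h incubation at room temperature before polarization reading / Technique: fluorescence polarization (mP) / Benchmarks: unlabelled peptide, DMSO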
CAL PDZ FP-2 – blocks peptide binding to the human CAL PDZ domain; Q9HD26; purified CAL PDZ, TMR-peptide fluorescence polarization, 1 h; inhibition, % at 24.9 µM; 0.92% of 300,000 active; AID 602252;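 active = mean inhibition of at least 30% with at least half of replicates also reaching 30%; inconclusive = no clear call, values can overlap the other calls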;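 also: 0% = DMSO neutral control and 100% = excess unlabeled competitor peptide PRC23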
* marks the source's active call; other numbers are inactive results; ? = inconclusive; / = no result given.

cpd	mol	NSD2 inh	SR-BI uptake up	PvdQ inh	dFosB act	SR-BI DiI inh	PfHsp90 set2	Rtt109 HAT inh	MITF TRPM1 HTS	CAL PDZ FP-1	CAL PDZ FP-2
1	CN(C)CCCN(C(=O)c1ccco1)c1nc(-c2ccc(Cl)cc2)cs1	/	-7	2	-1	7	10	14	/	-9.3	/
2	O=S(=O)(Cc1ccccc1)Nc1ccc(Br)cn1	-1	14	-4	4	-14	-14	0	-3	-0.6	-1
3	CCCCCCSc1ccc([C@H]2N[C@@](CC(C)C)(C(=O)OC)[C@H]3C(=O)N(C)C(=O)[C@@H]23)cc1OC	/	-3	5	1	3	-51	10	6	-0.7	-1
4	O=C(c1cccc(S(=O)(=O)N2CCOCC2)c1)N(Cc1ccc(F)cc1)Cc1ccco1	1	13	-10	-7	-13	8	0	-15	-0.1	/
5	O=C(Nc1ccnn1C1CCN(Cc2ccc(C#CCCO)cc2)CC1)c1cccc(F)c1	-2	-19	-1	4	19	-5	-6	-8	0.0	-4
6	O=C(O)c1cc([N+](=O)[O-])ccc1NCc1cccnc1	0	6	4	-1	-6	-1	0	/	0.0	-4
7	CC1CCC(NC(=O)CN2CCN(S(=O)(=O)c3cccs3)CC2)CC1 (configuration not stated)	1	15	0	-9	-15	-6	3	-5	0.5	/
8	Cn1c(=O)c2c(nc(CN3CCOCC3)n2CCN2CCOCC2)n(C)c1=O	-1	6	0	-5	-6	-3	-3	-8	-1.6	/
9	Cc1c(C)n(CCN(C)C)c2ncnc(NCc3ccccc3)c12	4	29	3	-2	-29	13	1	25	-0.4	5
10	COCCNC(=O)Cn1nc(C(F)(F)F)c(Br)c1C	-6	9	-12	-3	-9	7	-3	13	-2.2	-2
11	Cc1ccc(N2C(=O)CSC2c2ccccn2)cc1Cl (configuration not stated)	-3	0	-5	4	0	8	4	-4	0.5	1
12	CCC(C)NC(=O)[C@H](CSCc1ccccc1)N1Cc2ccccc2C1=O (some centres not stated)	/	5	8	-4	-5	13	13	-1	-0.4	/
13	CCCCN1C(=O)/C(=C/C=C2\Oc3ccccc3N2CC)SC1=S	2	-89	5	-14	89*	99*	8	13	1.8	1
14	Cc1nc2ccccc2nc1OCC(=O)Nc1ccc2ccccc2c1	0	-24	-13	0	24	0	-3	-17	0.0	-2
15	Cc1ccc(/C=N/NC(=O)c2cccc(S(=O)(=O)Nc3ccccc3Cl)c2)s1	0	11	10	-5	-11	-23	-1	-2	-2.8	4
16	COc1cc(CCC(=O)OCC(=O)NC(=O)c2ccc(Cl)cc2)cc(OC)c1OC	-1	-6	4	-11	6	3	-2	8	1.2	2
17	C=CCn1c(O)c(CN2CCOCC2)c(C)c(C#N)c1=O	/	10	-3	-4	-10	-15	-18	-12	0.5	-4
18	O=C(OCn1nnc2ccccc2c1=O)c1ccc2c(=O)n3c(nc2c1)CCC3	-2	-5	-5	-3	5	8	41	13	-1.5	-3
19	O=C(NCC1CCCO1)[C@@H]1CSC2c3ccccc3C(=O)N21 (some centres not stated)	-3	5	0	-4	-5	1	8	/	-0.4	-6
20	CC12CCC(c3nnc(SCc4ccc(Cl)cc4)nc31)C2(C)C (configuration not stated)	0	4	-12	5	-4	-17	13	-5	-1.2	-1
21	Cc1ccc(NC(=S)N(CCCN2CCN(C)CC2)Cc2cccs2)cc1C	1	-10	-11	-3	10	/	-20	0	-0.7	2
22	O=C(NC(=S)Nc1ccc(Br)cc1)C1CCC1	5	0	15	-7	0	3	21	55	-2.2	5
23	CC(CC(=O)N1CCc2ccccc21)S(=O)(=O)c1ccc2c(c1)NC(=O)CO2 (configuration not stated)	4	-5	-1	-7	5	-22	-11	6	-2.1	3
24	O=C(Nc1ccc(OC(F)(F)C(F)F)c(NC(=O)c2ccc(F)cc2)c1)c1ccc(F)cc1	-3	-42	-7	13	42	?	-1	27	-0.4	0
25	O=C1c2oc3ccccc3c(=O)c2C(c2cccc(O)c2)N1c1ccccn1 (configuration not stated)	/	0	6	-1	0	-2	3	-2	-2.9	-2
26	COc1ccc(OC)c(NC(=O)CCCc2ccccc2)c1	22	-11	0	3	11	-21	-2	/	0.0	-3
27	CCOC(=O)N1CCN(C(=O)CSc2nnc(C3COc4ccccc4O3)o2)CC1 (configuration not stated)	/	-11	-8	3	11	6	7	5	-0.5	2
28	COc1ccc(C2c3ccc(O)cc3Oc3ncn(Cc4ccco4)c(=N)c32)cc1 (configuration not stated)	3	/	-11	-21	/	-26	6	-7	-3.5	5
29	CN1CCN(C(=O)C2=C[C@H](c3coc4ccccc4c3=O)C[C@H](OCCCCO)O2)CC1	/	32	1	5	-32	-6	1	8	-1.5	-2
30	COC(=O)/C=C(\C)N=Nc1c(O)[nH]c2ccccc12	6	41	-10	-8	-41	-22	11	-16	-0.3	-8
31	CS(=O)(=O)N1CCN(C(=O)CCC2CCCC2)CC1	-2	13	-5	2	-13	-2	-7	7	0.3	-1
32	O=C(O)c1cccc(CSc2n[nH]c(-c3ccc(Cl)cc3Cl)n2)c1	5	-8	-13	0	8	5	-6	11	-1.7	/
33	CC1=NN(/C(=N\c2nnc(C)s2)Nc2ccc(C(C)(C)C)cc2)[C@H](c2ccc(C)cc2)S1	2	-1	-15	-12	1	49	5	-5	-2.3	0
34	COc1cc2nc(N(C)C)nc(N)c2cc1OC	-1	17	0	-8	-17	/	21	0	-1.4	0
35	S=c1[nH]nc(CSc2nc3ccccc3s2)n1C1CCCCC1	4	-7	-4	-23	7	-93	-1	8	-1.3	0
36	COc1cccc(-n2nc(C(=O)Nc3ccc4c(c3)OCO4)c3ccccc3c2=O)c1	/	-53	-10	1	53	10	4	1	-1.2	-2
37	CCCCn1c(N)c(N(CCC(C)C)C(=O)c2ccc(C)o2)c(=O)[nH]c1=O	-1	25	3	-3	-25	4	3	-1	-1.5	3
38	Cc1ccccc1N1CCN(C(=O)CCN2C(=O)c3ccccc3C2=O)CC1	0	19	-6	-4	-19	9	10	1	-2.6	-2
39	CC(=O)Cn1nnc2sc(-c3ccccc3)cc2c1=O	-1	-19	-6	-4	19	-19	-1	89*	-1.6	-7
40	CCOC(=O)C1CCCN(/C=C2\SC(=S)N(CC)C2=O)C1 (configuration not stated)	4	-1	-9	-7	1	-7	18	/	-0.8	0
41	CC(=O)N1N=C(c2cccc(O)c2)CC1c1cccs1 (configuration not stated)	0	17	-8	-10	-17	14	1	-6	2.1	-1
42	COc1ccccc1CNC(=O)c1ccncc1	0	2	-11	1	-2	10	3	4	0.5	-1
43	O=C(NCCc1ccc(Cl)cc1)C1CC(=O)N(CCc2ccccc2)C1 (configuration not stated)	/	6	2	-4	-6	5	1	-5	-0.2	15
44	CCOc1ccc2nc(NC(=O)CSc3nc(SC)ns3)sc2c1	-1	-45	4	-3	45	37	30	25	-2.1	-3
45	O=C(NNC(=O)C1CC(c2cccnc2)=NO1)Nc1cccc(F)c1 (configuration not stated)	0	50	-11	4	-50	-5	-7	-3	-0.7	3
46	CCOc1ccc(NC(=O)CCC(=O)NNC(=O)COc2ccc(C)cc2)cc1	-3	-4	-13	-5	4	29	-7	10	/	-6
47	CC(=O)Nc1ccccc1C(=O)C(=O)Nc1ccc(C)c(C)c1	-1	-1	-5	-2	1	8	/	72	-2.1	-1
48	Cn1ccnc1SCC(=O)NC1CCCCC1	2	11	-10	3	-11	11	-1	2	-0.5	-10
49	CCOC(=O)C1C(C(=O)NN)C1C(=O)Nc1ccccc1 (configuration not stated)	-2	36	-14	-4	-36	-29	-3	-4	-0.7	-3
50	COc1ccc(S(=O)(=O)N2CCN(CCC(=O)Nc3ccc(F)cc3)CC2)cc1	-3	/	-7	0	/	-2	-17	-2	-0.3	1

Additional compounds
cpd	mol	NSD2 inh	SR-BI uptake up	PvdQ inh	dFosB act	SR-BI DiI inh	PfHsp90 set2	Rtt109 HAT inh	MITF TRPM1 HTS	CAL PDZ FP-1	CAL PDZ FP-2
51	COc1ccc(NC(=O)Nc2nnc(CC(=O)Nc3ccccc3)s2)cc1	-1	/	-2	1	/	10	35	0	-2.4	-1
52	CC(C)C[C@H](NC(=O)N1CCCCCC1)C(=O)O	/	19	-6	1	-19	9	-1	9	-0.1	-1
53	COc1ccc(S(=O)(=O)N2CCOCC2)cc1NC(=O)CSc1ccc(F)cc1	1	-20	2	-6	20	20	8	-2	-1.5	-6
54	O=C1C(Cc2cccc([N+](=O)[O-])c2)S/C(=N/N=C/c2ccco2)N1c1ccccc1 (configuration not stated)	0	-43	-14	1	43	6	-6	2	-0.2	-2
55	CC(=O)CSc1nc2c(c(=O)[nH]c(=O)n2C)n1CCCc1ccccc1	8	25	-12	-7	-25	-21	3	-2	-0.2	4
56	CC(C(=O)Nc1ccc2c(c1)OCO2)N(c1ccc(Cl)cc1)S(C)(=O)=O (configuration not stated)	14	-20	-18	1	20	8	11	-2	/	-2
